Screening results: PubChem BioAssay, Emory University Molecular Libraries Screening Center
14-3-3g Raf: 14-3-3 gamma protein interaction modulation; P61981; FP, 14-3-3gamma / TMR-pS259-Raf peptide binding; inhibition, % at 40 µM; hit rate 0.19% among 160,000; AID 422; in the data active = inhibition above about 30%;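 also: 0% = protein plus tracer without compound and 100% = blank with tracer alone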
Target sequence (P61981 whole entry, looked up): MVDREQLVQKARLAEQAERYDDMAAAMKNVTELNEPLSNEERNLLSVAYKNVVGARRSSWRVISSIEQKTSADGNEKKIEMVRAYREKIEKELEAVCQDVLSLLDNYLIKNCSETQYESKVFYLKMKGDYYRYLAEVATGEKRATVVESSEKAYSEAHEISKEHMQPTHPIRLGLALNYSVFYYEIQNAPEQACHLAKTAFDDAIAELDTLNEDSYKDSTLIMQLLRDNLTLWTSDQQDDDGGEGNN
The depositor's hits bear a star; & = joins results of further samples. Not all compounds are listed, so the mix of outcomes need not match the whole.

The first seven entries, ahead of the listing:
item | SMILES | 14-3-3g Raf
1 | CCCCCCS(=O)[C@H]1CS(=O)(=O)C[C@@H]1S(=O)CCCCCC (some centres undefined) | -5.5
2 | CC(C)CCNc1nc2c(cc1C#N)COC(C)(C)C2 | -7.2
3 | COc1c(O)ccc2cnn(-c3ccccc3C)c(=O)c12 | -3.6
4 | Cc1ccc(OCc2ccc(Cl)cc2)c(C(C)(C)C)c1 | 8.6
5 | O=C(Cn1cnc2ccc(Br)cc2c1=O)OCc1ccccc1 | -4.4
6 | Cc1ccc(-c2nc(CS(=O)CC(=O)NCc3ccccc3)c(C)o2)cc1 (centres undefined) | -6.1
7 | O=C(c1ccccc1)N1CCN(S(=O)(=O)N2CCCCC2)CC1 | -3.1

The whole of this part, previewed entries included:
item | SMILES | 14-3-3g Raf
1 | CCCCCCS(=O)[C@H]1CS(=O)(=O)C[C@@H]1S(=O)CCCCCC (some centres undefined) | -5.5
2 | CC(C)CCNc1nc2c(cc1C#N)COC(C)(C)C2 | -7.2
3 | COc1c(O)ccc2cnn(-c3ccccc3C)c(=O)c12 | -3.6
4 | Cc1ccc(OCc2ccc(Cl)cc2)c(C(C)(C)C)c1 | 8.6
5 | O=C(Cn1cnc2ccc(Br)cc2c1=O)OCc1ccccc1 | -4.4
6 | Cc1ccc(-c2nc(CS(=O)CC(=O)NCc3ccccc3)c(C)o2)cc1 (centres undefined) | -6.1
7 | O=C(c1ccccc1)N1CCN(S(=O)(=O)N2CCCCC2)CC1 | -3.1
8 | COc1ccccc1N1CCN(S(=O)(=O)c2c(C)sc3ncn(CC(=O)Nc4ccc(C(C)C)cc4)c(=O)c23)CC1 | -30.2
9 | O=C1CN(C(=O)Cc2ccccc2)C(c2ccc(F)cc2)c2cc(Cl)ccc2N1 (centres undefined) | 3.2
10 | CCCn1cc(SCC(N)=O)c2ccccc21 | -0.6
11 | O=C(CCNC(=O)c1ccc(Br)o1)NC1CCCC1 | -1.9&2.0
12 | N#Cc1sc2nc(C3CC3)cc(-c3ccccc3)c2c1N | -2.9
13 | Cc1cc(SCC(=O)Nc2ccc(F)cc2)nc2ccccc12 | -0.6
14 | Cc1ccccc1C(=O)Nc1cccc(N=Cc2ccc([N+](=O)[O-])cc2)c1 | -9.7
15 | O=C(CSc1nnc(-c2ccncc2)n1C1CCCCC1)Nc1cccc(O)c1 | 3.5
16 | O=C(Nc1ccc(Oc2ccccc2)cc1)C1c2ccccc2C(=O)N2CCc3ccccc3C12 (centres undefined) | 5.1
17 | O=C(c1cc(S(=O)(=O)N2CCOCC2)ccc1F)N1CCCc2ccccc21 | 0.4
18 | CC1=C(C(=O)OCc2ccccc2)C(c2ccccc2Br)C2=C(CC(C)(C)CC2=O)N1 (centres undefined) | -5.5
19 | CCC(Sc1ccc2nnc(-c3cccnc3)n2n1)C(=O)O (centres undefined) | -3.0
20 | CCCCC(=O)Nc1cccc(-c2nnc(-c3ccccc3)o2)c1 | 6.2
21 | Cc1ccc(CCNC(=O)C2CCC(=O)N2C2CCCCC2)cc1 (centres undefined) | -4.2
22 | CC(C)CCNC(=O)COc1ccc2c3c(c(=O)oc2c1)CCC3 | -4.7
23 | CCOC(=O)CSc1nc(N2CCOCC2)c2c(c1C#N)CCCC2 | -1.7
24 | CCC(=O)N1c2ccccc2-c2nnc(SC)nc2OC1c1ccc(Br)s1 (centres undefined) | -4.1
25 | CCc1c(C)c2ccc(OC(C)=O)c(I)c2oc1=O | 7.7
26 | COC(=O)Cc1nc(NCc2ccccc2)c2c(C)c(C)sc2n1 | -3.8
27 | CCS(=O)(=O)N1CCC(C(=O)NCCOC)CC1 | 1.8
28 | CC(=O)Oc1ccc(-c2cccc(C(=O)O)c2)cc1 | -3.2
29 | O=C(O)c1cnn2c(C(F)(F)F)cc(-c3ccc(F)cc3)nc12 | -1.9
30 | c1ccc(C(c2nnnn2C(c2ccccc2)c2ccccc2)N2CCOCC2)cc1 (centres undefined) | 6.3

item | SMILES | 14-3-3g Raf
31 | CC1=CC(C)(C)Nc2ccc(OC(=O)CN3C(=O)c4ccccc4C3=O)cc21 | 9.9
32 | COc1ccc(CCNC(=O)c2ccc3c(c2)nc(C)n3-c2ccc(Br)cc2)cc1OC | -62.7
33 | O=C(/C=C/Nc1cccc(O)c1)c1ccc(Br)cc1 | -39.9
34 | O=C(NCc1cccnc1)c1cc(-c2cccs2)nc2ccccc12 | 4.0
35 | CCOC(=O)c1c(NC(C)=O)sc(C)c1-c1ccccc1 | -5.5
36 | Cc1ccc(NC2=NC(C)(C)N=C(N)N2)c(C)c1 | 3.9
37 | CN(C)c1ccccc1C(=O)c1ccccc1N(C)C | -1.9
38 | COc1ccc(N2CC(O)=C(c3nc4ccccc4c(=O)[nH]3)C2=N)c(OC)c1 | -32.1
39 | COc1ccc(Br)cc1C(c1c(C)[nH][nH]c1=O)c1c(C)[nH][nH]c1=O | -1.5
40 | O=C(NC1CCCCC1)C(c1ccc(Cl)cc1)N1CCc2ccccc21 (centres undefined) | -9.4
41 | Cc1ccccc1-c1nc(CN2CCC(C(=O)N3CCC(C(N)=O)CC3)CC2)c(C)o1 | -11.7
42 | CCC(=O)N1c2ccc(S(=O)(=O)CCC(=O)N3CCN(c4ccccn4)CC3)cc2CC1C (centres undefined) | 10.6
43 | CCOC(=O)CSc1nnc2c(n1)C1(C)CCC2C1(C)C (centres undefined) | -1.2
44 | CCOC(=O)c1cc(C)[nH]c(=S)c1C#N | 1.3
45 | CC(=O)c1cccc(NC(=O)c2ccncc2)c1 | -1.7
46 | CCCCCCCCCCCCCCCC(=O)NCCO | -4.5
47 | COc1ccc(NC(=O)c2c(NCc3ccc(C)o3)sc3c2CCC(C)C3)c(OC)c1 (centres undefined) | -7.5
48 | c1ccc2c(c1)Cc1cc3ccccc3nc1-2 | -11.2
49 | CC1=C(C(=O)OC(C)C)C(c2cc3c(cc2Br)OCO3)NC(=O)N1 (centres undefined) | -3.3
50 | NCCc1c(-c2ccccc2)n(-c2ccccc2)c2ccccc12 | -9.7
51 | O=C(Nc1ccccc1C(F)(F)F)c1ccc(F)c(S(=O)(=O)N2CCCCCC2)c1 | 1.5
52 | O=C(c1ccc(COc2ccc3c(c2)CCC3)o1)N1CCN(c2ccccc2)CC1 | -14.3
53 | Clc1ccc(C2CC(c3ccccc3)Nc3ncnn32)cc1 (centres undefined) | 4.5
54 | CC(=O)Oc1ccc(C(=O)O)cc1OC(C)=O | -1.1
55 | Cc1cc(N=Cc2cc(I)cc(C)c2O)ccc1NC(=O)c1ccccc1 | -20.5
56 | COc1ccccc1-n1nnc(C(=O)NCc2ccco2)c1N | -2.4
57 | CN(C)C(=O)C12CCC(C)(C(=O)O1)C2(C)C (centres undefined) | -2.3
58 | COc1ccc(C2C(C(=O)N3CCCc4ccccc43)CC(=O)N2c2ccc(OC)cc2)cc1 (centres undefined) | -4.7
59 | CCCCCn1c(=O)[nH]c2cc(C(=O)N3CCOCC3)ccc2c1=O | -3.6
60 | CC1CN(C(=O)N[C@@H](Cc2ccccc2)C(=O)O)CC(C)O1 (some centres undefined) | -8.4

As a working copy, part of the list above:
item | SMILES | 14-3-3g Raf
57 | CN(C)C(=O)C12CCC(C)(C(=O)O1)C2(C)C (centres undefined) | -2.3
58 | COc1ccc(C2C(C(=O)N3CCCc4ccccc43)CC(=O)N2c2ccc(OC)cc2)cc1 (centres undefined) | -4.7
59 | CCCCCn1c(=O)[nH]c2cc(C(=O)N3CCOCC3)ccc2c1=O | -3.6
60 | CC1CN(C(=O)N[C@@H](Cc2ccccc2)C(=O)O)CC(C)O1 (some centres undefined) | -8.4

Continued.
item | SMILES | 14-3-3g Raf
61 | OC(COc1ccc(OCc2ccccc2)cc1)CN1CCCCC1 (centres undefined) | 4.3
62 | CCN(CC)CCCNC(=O)c1cc2c(-c3ccc(Cl)cc3)nn(C)c2s1 | -0.7
63 | CC1=C(C(=O)OC2CCCC2)C(c2coc3ccc(Cl)cc3c2=O)C2=C(CCCC2=O)N1 (centres undefined) | -13.9
64 | CCC1CCCCN1C(=O)c1cc2n(n1)C(C(F)(F)F)CC(c1ccccc1)N2 (centres undefined) | 0.0
65 | COc1ccc2nc(NC(=O)c3ccc(F)cc3)sc2c1 | 3.9
66 | O/N=C/c1cccn1-c1ccc(O)cc1 | 0.1
67 | CCOc1ccc(OCCSc2nnnn2C2CCCCC2)cc1 | -8.1
68 | Cc1ccc(C)c(N2CCN(C(=O)c3cccn4c(=O)c5ccc(Cl)cc5nc34)CC2)c1 | -17.9
69 | CCCCNC(=O)c1ccc2c(c1)N(Cc1ccccc1Cl)C(=O)c1ccccc1S2 | -8.0
70 | CCOC(=O)c1ccc(N2C(=O)CC(N3CCN(c4ccccn4)CC3)C2=O)cc1 (centres undefined) | -5.0
71 | CN(C)c1ccc(NC(=O)CN2C(=O)CC(c3ccccc3)=Nc3ccccc32)cc1 | -3.9
72 | CCOC(=O)CSc1nnc(-c2ccc(S(=O)(=O)N3CCOCC3)cc2)n1-c1ccccc1 | -2.7
73 | COC(=O)c1nnn(-c2nonc2N)c1CSCCO | 12.0
74 | CCOc1ccc2nc(NC(=O)c3ccc([N+](=O)[O-])cc3Cl)sc2c1 | 0.4
75 | O=C1c2cc([N+](=O)[O-])cc3cc([N+](=O)[O-])cc(c23)C(=O)N1c1cccc(O)c1 | -300.3
76 | CN(CP(=O)(O)CN(C)S(C)(=O)=O)S(C)(=O)=O | -8.2&3.3
77 | Nc1c(C(=O)c2ccccc2)sc2nc(-c3ccccc3)cc(C(F)(F)F)c12 | 59.8*
78 | O=C(NCCCn1ccnc1)c1cc(-c2cccs2)on1 | -6.2&-4.1
79 | O=C1NC(=O)c2ccc3c4c(ccc1c24)C(=O)N(c1ccccc1)C3=O | 0.9
80 | CCCc1c(C)nc(Nc2nc(C)c3ccccc3n2)[nH]c1=O | 9.3
81 | O=C(NCCN1CCCCCC1)C1CCCN(S(=O)(=O)c2cccc3nsnc23)C1 (centres undefined) | -3.4
82 | CN(CC(=O)O)S(=O)(=O)c1ccc2c(c1)n(C)c(=O)c(=O)n2C | -6.9
83 | Cc1cc(SCC(=O)Nc2ccc3c(c2)OCCO3)nc2ccccc12 | 4.0
84 | O=C(CN(C1CCCCC1)S(=O)(=O)c1ccc(Cl)cc1)N1CCCCCC1 | -6.1
85 | O=C(NC(CO)C(=O)O)c1cncc(Br)c1 (centres undefined) | -3.9
86 | CCC1(C)Cc2ccccc2-c2nc3n(c(=O)c21)CC(c1ccccc1)S3 (centres undefined) | -1.8
87 | Cc1ccc(Nc2sc(C(=O)c3ccccc3)c(N)c2C(=O)NC(C)C)cc1 | -4.0
88 | CC1(C)Cc2c(sc(NC(=O)COc3ccccc3)c2C#N)C(C)(C)N1 | -4.2
89 | CCCCOc1ccc(C(=O)NC(C)c2ccc(OC)cc2)cc1 (centres undefined) | 5.8
90 | Cc1cc(C(F)(F)F)n2nc(-c3ccccc3)cc2n1 | -124.8

entry | Molecule | 14-3-3g Raf
91 | COC(=O)C1=CN(c2cccc(C(F)(F)F)c2)C=C(C(=O)OC)C1c1ccc2c(c1)OCO2 | -4.2
92 | Cc1cc2cc(CNC(=O)Cc3cccs3)ccc2n1C | -10.9
93 | N#C/C(=C\N1CCN(Cc2ccc3c(c2)OCO3)CC1)c1nc2ccccc2s1 | -92.7
94 | Cc1cccn(C(=O)C2CCCCC2)c1=NC(=O)C1CCCCC1 | 2.6
95 | COC(=O)c1ccc(NC(=O)CNS(=O)(=O)c2cccs2)cc1 | -53.5
96 | O=C(CCn1nc(-c2ccccc2)ccc1=O)N1CCCC1 | -2.2&1.4
97 | Nc1ccc(-c2nc3ccccc3n2CCCOc2ccccc2)cc1 | -8.8
98 | CCOC(=O)c1cnc2cc(Cl)c(OC)cc2c1Nc1ccccc1F | -1.3
99 | Cc1nc(-c2ccc([N+](=O)[O-])cc2)c(C(=O)Nc2ccc(-c3ccccc3)cc2)s1 | -5.5
100 | CCOc1ccc(C2NC(C(=O)O)CS2)cc1OC (centres undefined) | 0.6
101 | O=C(NC1CCCCC1)C(NS(=O)(=O)c1ccc(Br)s1)c1ccccc1 (centres undefined) | -25.5
102 | COc1ccc(C2C(C(=O)Nc3ccc(Oc4ccccc4)cc3)CCC(=O)N2c2ccc3c(c2)OCO3)cc1 (centres undefined) | 6.0
103 | CC(C)N(Cc1nc(-c2ccccc2)no1)C(=O)CN(C)S(=O)(=O)c1ccccc1 | 3.8
104 | COc1ccc2nc(N3CCOCC3)[nH]c2c1 | -2.2
105 | CC(C)(C)C(=O)CCN1C(=O)C2(OCCO2)c2ccccc21 | -3.6
106 | CCOC(=O)c1c(NC(=O)COc2ccc(F)cc2)sc(C)c1C | -29.8
107 | COCCCNc1nc(-c2ccc([N+](=O)[O-])cc2)nc2ccccc12 | 10.4
